Screening results deposited in PubChem BioAssay by several laboratories.
HPDE-C7K KRASV12: cytotoxicity in KRAS-transformed pancreatic duct cells, primary screen, cell-based, fluorescence, HTS (AID 431); HPDE-C7K KRASV12 cells, Alamar Blue viability, 48 h; higher % means a stronger effect; one-dose cytotoxicity, % at 10 µM; EC50 in µM for titrated hits; 63,000 tested, 1.7% active;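 active = compounds whose percent cytotoxicity in the single-dose primary screen, scaled between solvent and toxic-drug controls, exceeds 50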;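 also: 0% = DMSO solvent wells and 100% = doxorubicin-treated wells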
Spn PMK inh: S. pneumoniae PMK inhibitors, primary screen, biochemical, mevalonate pathway, pilot trial included; phosphomevalonate kinase (Streptococcus pneumoniae D39); purified PMK, PK/LDH-coupled NADH absorbance 340 nm; inhibition, % at 10 µM; 65,000 tested, 0.49% active;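 active = top-ranked compounds by inhibition in the single 10 µM screen, taking a fixed number of the strongest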;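 also: 0% = full reaction with DMSO carrier and 100% = background rate without enzyme reaction; no value below 0 was filed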
DPM-DC inhibit: S. pneumoniae DPM-DC inhibitors, primary screen, biochemical, PK/LDH-coupled NADH fluorescence; diphosphomevalonate decarboxylase (Streptococcus pneumoniae D39); purified DPM-DC; calls only at 10 µM; 65,000 tested, 0.49% active; AID 556, 2006;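 active = the 320 compounds with the highest percent inhibition in the single-dose primary screen, excluding strongly autofluorescent ones, cut at about 32% in these data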;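 also: kinetic rate of NADH fluorescence loss reporting ADP formed by the decarboxylase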
LYP phosphatase: LYP phosphatase inhibitors, primary screen, biochemical, DiFMUP fluorescence, recombinant catalytic domain, 10 µM (AID 606). Tyrosine-protein phosphatase non-receptor type 22 (Homo sapiens). recombinant LYP catalytic domain, DiFMUP fluorescence; higher % means a stronger effect. inhibition, % at 10 µM; hits with a dose series show IC50 in µM. 52,000 tested, under 10 active;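 active = IC50 under 40 µM in the dose-response test; inactive = IC50 of 40 µM or more, or never dose-tested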
Spn MK inh: S. pneumoniae MK inhibitors, primary screen, biochemical, PK/LDH-coupled NADH absorbance; mevalonate kinase [Streptococcus pneumoniae D39]; purified MK, PK/LDH-coupled NADH absorbance 340 nm; inhibition, % at 10 µM; 65,000 tested, 0.48% active; AID 555, 2006;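 active = ranked among the strongest by inhibition in the single 10 µM screen, a fixed top-ranked set picked for dose follow-up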; also: no value below 0 was filed
Alkaline phosphatase: human TNAP enzyme inhibitors, biochemical, luminescent (AID 518) | Alkaline phosphatase, tissue-nonspecific isozyme (Homo sapiens) | purified TNAP enzyme, luminescent substrate readout; higher % means a stronger effect | one-dose inhibition, % at 20 µM; IC50 in µM for titrated hits | 64,000 tested, 0.09% active; in the data active = a potency from the dose series; inactive = the rest, 99 in 100 with inhibition below about 22%;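 also: plate controls were vehicle for no effect and reference inhibitor for full effect; many of its hits are not listed in these tables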
Bfl-1 displacement: Bfl-1 inhibitors, primary screen, biochemical, fluorescence polarization, FITC-Bid, mouse (AID 432); Bcl-2-related protein A1 (Mus musculus); FITC-Bid BH3 peptide fluorescence polarization displacement; higher % means a stronger effect; displacement, % at 20 µM, or IC50 in µM where a hit was titrated; 64,000 tested, 0.02% active; in the data active = a potency from the dose series; inactive = the rest, 99 in 100 with displacement below about 15%; also: strong numbers were not always called active
HPDE-C7 cytotoxicity: cytotoxicity in HPDE-C7 cells, cell-based, fluorescence, HTS (AID 430). HPDE-C7 pancreatic duct cells viability, fluorescence; higher % means a stronger effect. 63,000 tested, 1.8% active. cytotoxicity, % at 10 µM, or EC50 in µM where a hit was titrated;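 also: cells exposed to compound for 48 hours before viability readout; 0% = vehicle and 100% = reference cytotoxic drug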
HT1080 viability: cytotoxicity in HT1080 fibrosarcoma cells, cell-based, fluorescence readout (AID 620) | one-dose cytotoxicity, % at 10 µM; EC50 in µM for titrated hits | HT1080 viability, fluorescence; higher % means a stronger effect | 87,000 tested, 0.42% active;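 also: cells exposed to compound overnight then 4 h with Alamar Blue; 0% = vehicle DMSO and 100% = killing control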
Spn PMK inh pilot replicates: recorded beside Spn PMK inh, whose call it bears; inhibition, %; measured here: pilot screen replicates
Spn MK inh pilot replicates: further read-out of Spn MK inh, marked with its call; inhibition, %; measured here: pilot screen replicates
DPM-DC inhibit pilot screen %: also measured in DPM-DC inhibit; calls as there; inhibition, %; measured here: pilot screen trials
* hit, by the source's call; i = inactive; · = no result given. Rule as the data show it, unless noted: active = cytotoxicity above about 50%; inactive = the rest.

SMILES | HPDE-C7K KRASV12 | Spn PMK inh | DPM-DC inhibit | LYP phosphatase | Spn MK inh | Alkaline phosphatase | Bfl-1 displacement | HPDE-C7 cytotoxicity | HT1080 viability | others
Cc1cc(C)c(C#N)c(Nc2ccccc2Cl)n1 | 25.7% | 7.0 | i | 6.0% | 6.0 | 8.1% | -2.5% | 2.1% | 30.9%
Cc1cccc2nc(Cn3c(=O)n(CCCC(=O)NCc4ccco4)c(=O)c4ccccc43)cc(=O)n12 | 3.0% | 16.0 | i | -8.0% | 0.0 | 3.8% | 4.5% | 2.7% | -0.7%
CCOc1cc(C2C(C(=O)c3ccccc3)=C(C(=O)OC)Nc3nnnn32)ccc1O (stereo not given) | 14.7% | 17.0 | i | 13.8% | 3.0 | 17.5% | -1.3% | 10.6% | 5.8% | Spn PMK inh pilot replicates=1.5;Spn MK inh pilot replicates=6.0;DPM-DC inhibit pilot screen %=0.0
CCCCC[C@H](O)/C=C/[C@H]1C=CC(=O)[C@@H]1C/C=C\CCCC(=O)O | · | 0.0 | i | 6.69µM* | 1.0 | 16.1% | 42.2% | · | · | Spn PMK inh pilot replicates=1.0;Spn MK inh pilot replicates=0.0;DPM-DC inhibit pilot screen %=3.5
Nc1nc(SCC(=O)OCc2ccccc2)[nH]c(=O)c1NC(=O)c1ccco1 | -1.6% | 9.0 | i | -0.7% | 2.0 | 0.6% | -2.5% | -7.3% | -2.5%
CCOC(=O)CSc1nc2ccccc2c(=O)n1CC1CCC(C(=O)NCc2ccco2)CC1 (stereo not given) | 5.5% | 9.0 | i | -1.2% | 2.0 | 4.8% | -15.0% | 0.7% | -5.4%
N#Cc1ccc(CSc2nnc(-c3cccs3)n2-c2ccccc2)cc1 | -5.5% | 5.0 | i | · | 5.0 | 12.1% | -2.4% | -10.0% | 2.1% | Spn PMK inh pilot replicates=1.5;Spn MK inh pilot replicates=0.0;DPM-DC inhibit pilot screen %=0.0
CC(C)CCOC(=O)C1[C@H]2C(=O)N(Cc3cccs3)C[C@]23C=C[C@H]1O3 (stereo not given in full) | · | 10.0 | i | · | 4.0 | 7.8% | -6.1% | · | -16.6%
CC(=O)NC1CC2CCCC(C1)N2S(=O)(=O)c1ccccc1 (stereo not given) | 4.6% | 6.0 | i | -6.1% | 15.0 | 7.2% | -5.3% | -17.7% | 2.7%
COc1ccccc1NC(=O)c1cnc2n(c1=O)CCS2 | 1.7% | 6.0 | i | 2.6% | 6.0 | 3.8% | -3.3% | -4.0% | 6.2%
CCn1c(SCC(=O)NCC2CCCO2)nnc1-c1c[nH]c2ccccc12 (stereo not given) | 2.6% | 12.0 | i | -0.7% | 6.0 | 7.2% | -3.5% | 4.9% | -3.3%
COc1ccc(CC(=O)OCN2C(=O)c3ccccc3C2=O)cc1 | -3.7% | 16.0 | i | 2.3% | 0.0 | 2.8% | 0.1% | -10.3% | -9.5%

Next section; it opens with the four that closed the last part.
SMILES | HPDE-C7K KRASV12 | Spn PMK inh | DPM-DC inhibit | LYP phosphatase | Spn MK inh | Alkaline phosphatase | Bfl-1 displacement | HPDE-C7 cytotoxicity | HT1080 viability | others
CC(=O)NC1CC2CCCC(C1)N2S(=O)(=O)c1ccccc1 (stereo not given) | 4.6% | 6.0 | i | -6.1% | 15.0 | 7.2% | -5.3% | -17.7% | 2.7%
COc1ccccc1NC(=O)c1cnc2n(c1=O)CCS2 | 1.7% | 6.0 | i | 2.6% | 6.0 | 3.8% | -3.3% | -4.0% | 6.2%
CCn1c(SCC(=O)NCC2CCCO2)nnc1-c1c[nH]c2ccccc12 (stereo not given) | 2.6% | 12.0 | i | -0.7% | 6.0 | 7.2% | -3.5% | 4.9% | -3.3%
COc1ccc(CC(=O)OCN2C(=O)c3ccccc3C2=O)cc1 | -3.7% | 16.0 | i | 2.3% | 0.0 | 2.8% | 0.1% | -10.3% | -9.5%
O=C1CCCc2nc3nc4ccccc4n3cc21 | -6.8% | 5.0 | i | -6.8% | 8.0 | 12.3% | -12.9% | -14.1% | 2.7%
CCCn1c(=N)n(CCOc2ccc(OC)cc2)c2ccccc21 | 8.3% | 2.0 | i | 8.4% | 7.0 | -0.4% | -3.4% | 4.5% | 7.6% | Spn PMK inh pilot replicates=6.5;Spn MK inh pilot replicates=4.0;DPM-DC inhibit pilot screen %=1.5
O=S(=O)(O)c1nc2ccccc2n1CCOc1ccccc1 | 5.6% | 17.0 | i | 5.5% | 0.0 | 4.4% | -5.4% | 1.7% | -5.5%
O=C(CSc1nnc(-c2ccco2)n1-c1ccccc1)NCCc1ccccc1 | 9.3% | 1.0 | i | 6.9% | 0.0 | 6.3% | -2.3% | -3.5% | 0.5%
CC(=O)Cc1nsc(NC(=O)c2csc3c2CCCC3)n1 | -11.4% | 3.0 | i | 4.1% | 7.0 | 7.3% | -5.2% | 0.9% | 8.1%
COc1ccc(C(=O)/C=C/Nc2c(C)n(C)n(-c3ccccc3)c2=O)cc1OC | 20.1% | 0.0 | i | 8.8% | 0.0 | 10.8% | -1.4% | 34.2% | 5.2%
O=C(c1ccco1)N1CCn2c1nc1ccccc12 | -1.0% | 0.0 | i | 15.4% | 2.0 | 6.7% | 1.6% | -11.4% | -2.5%
O=C(O)COc1ccccc1O | -1.4% | 1.0 | i | 1.2% | 9.0 | -3.6% | -3.6% | -11.9% | 8.0%
CCCOc1cc(CC(=O)NCc2ccco2)ccc1OC | -9.4% | 0.0 | i | 4.0% | 2.0 | 2.6% | -5.0% | 1.9% | 3.6%
COc1ccc(Br)cc1CNC(=O)C1CCCN(c2nc3ccccc3o2)C1 (stereo not given) | -10.7% | 23.0 | i | 6.0% | 3.0 | 9.4% | 0.3% | -4.8% | 35.1%
c1ccc(-c2nnc(-c3cccc(-c4nnc(-c5ccccc5)o4)c3)o2)cc1 | 3.9% | 3.0 | i | -11.8% | 19.0 | 12.7% | 1.2% | 2.7% | 2.8%
COc1ccc(-c2nc(CS(=O)CC(=O)NCC3CCCO3)c(C)o2)cc1 (stereo not given) | -1.7% | 9.0 | i | -2.1% | 2.0 | 3.6% | 1.7% | -6.4% | -1.2%
O=C(Nc1cccc(F)c1)c1cc(S(=O)(=O)N2CCC(C(=O)O)CC2)ccc1F | 4.8% | 10.0 | i | 14.2% | 10.0 | 7.4% | 1.8% | -5.3% | 0.6%
CCn1c(SCCC#N)nnc1-c1ccncc1 | -19.0% | 5.0 | i | 5.6% | 10.0 | 14.3% | -5.9% | -10.7% | -1.6%
COc1cccc(OCCCCN2CCCCC2)c1 | -20.3% | 0.0 | i | 2.2% | 55.0* | -4.4% | -0.8% | -5.5% | -3.2%
COc1ccc(CN2CCCCC2C(=O)Nc2ccc(OC)c(OC)c2)cc1OC (stereo not given) | 11.5% | 7.0 | i | · | 5.0 | 2.1% | 5.7% | 12.1% | -8.3%
COc1ccc(-c2noc(C3CCCN(C(=O)c4cccs4)C3)n2)cc1 (stereo not given) | -10.3% | 11.0 | i | · | 7.0 | 5.1% | 1.1% | -9.0% | -15.8%
CCC(C(=O)NC(C)CCc1ccccc1)n1nc(C)n2c(cc3occc32)c1=O (stereo not given) | -4.0% | 16.0 | i | -42.0% | 0.0 | 6.7% | -2.9% | -3.2% | 1.0%
Cc1c(O)c(CN2CCCC2)cc2c3c(c(=O)oc12)CCC3 | -3.8% | 13.0 | · | 31.1% | 9.0 | 9.7% | 2.2% | -6.9% | -6.5%
CCC(=O)N1Cc2ccccc2-c2ccccc2C1=O | 6.3% | 0.0 | i | -1.2% | 4.0 | 11.0% | -9.2% | 9.1% | -3.2% | Spn PMK inh pilot replicates=3.0;Spn MK inh pilot replicates=0.0;DPM-DC inhibit pilot screen %=0.0
COC(=O)[C@H](CCSC)NC(=O)Nc1ccc(OC)c(Cl)c1 | · | 10.0 | i | 12.5% | 0.0 | 11.2% | -7.1% | · | -10.8%
Cc1cc(C)n(-c2nnc(C)n2/N=C/c2ccccc2OCc2ccccc2Cl)n1 | 43.9% | 16.0 | i | 0.1% | 4.0 | 5.5% | -0.5% | 34.5% | 2.1%
C=CCSc1nc2c(c(=N)n1CC=C)C1CCCC1S2 (stereo not given) | -25.3% | 0.0 | i | 3.9% | 3.0 | 9.9% | 3.9% | -12.8% | -14.0%
COc1cc2nc(CC(C)C)n(NC(=O)c3ccccc3)c(=O)c2cc1OC | -0.2% | 16.0 | i | 2.2% | 2.0 | 7.9% | -6.8% | 2.8% | -2.0%
O=C1CC(C2CCCO2)C(=O)N1Cc1ccccc1 (stereo not given) | 0.5% | 0.0 | i | 1.0% | 11.0 | 11.6% | -2.3% | -3.8% | 16.6% | Spn PMK inh pilot replicates=3.0;Spn MK inh pilot replicates=0.0;DPM-DC inhibit pilot screen %=2.0
Cn1c(=O)c2c(nc(NC3CCCCC3)n2Cc2ccccc2)n(C)c1=O | 13.4% | 7.0 | i | 9.7% | 4.0 | -3.6% | 0.4% | -0.2% | -1.6%
CCOCCCn1c(=N)c(C(=O)Nc2cc(C)on2)cc2c(=O)n3ccccc3nc21 | -9.9% | 0.0 | · | -0.4% | 1.0 | 11.7% | 10.2% | -17.4% | -3.9%
CCOC(=O)c1ccc(NC(=O)COc2ccc(S(=O)(=O)NC(C)C)cc2)cc1 | 1.9% | 5.0 | i | 8.4% | 8.0 | 8.8% | -2.6% | 0.2% | 3.1%
CCn1c(SCC(=O)Nc2nc3c(s2)CCCC3)nnc1-c1ccccc1 | 12.6% | 16.0 | i | 3.6% | 10.0 | 8.6% | -2.0% | 7.4% | 5.9%
O=C(CCc1nc(-c2ccccc2F)no1)NC1CCCCCC1 | -13.1% | 18.0 | i | 5.7% | 0.0 | 7.6% | -3.1% | -14.4% | 32.6%
COc1cccc(/C=N/n2c(C)c3c(C)nnc(C)c3c2C)c1O | 5.4% | 5.0 | i | · | 6.0 | 8.6% | -4.8% | -2.7% | ·
CC(=O)c1ccc(-n2nncc2C)cc1 | -12.4% | 0.0 | i | · | 16.0 | 1.1% | 21.1% | -16.5% | 3.8%
Cc1nc(NC(=O)c2cccnc2)ccc1Br | 4.5% | 0.0 | i | 10.0% | 3.0 | 4.7% | -3.0% | -3.7% | -5.4%
CCS(=O)(=O)NCCc1cc2c(OC)ccc(OC)c2[nH]c1=O | -4.3% | 15.0 | i | · | 9.0 | 7.4% | -0.3% | -17.0% | -2.9% | Spn PMK inh pilot replicates=2.5;Spn MK inh pilot replicates=1.0;DPM-DC inhibit pilot screen %=6.0
Cc1csc2nc(CCNS(=O)(=O)c3ccc4c(c3)OCCO4)cn12 | 2.0% | 5.0 | i | -1.7% | 7.0 | -6.5% | 7.8% | 3.5% | ·
